LmPK inhibitor – qHTS Assay for Inhibitors of Leishmania Mexicana Pyruvate Kinase (LmPK); Q27686; purified LmPK, Kinase-Glo ATP luminescence, 1 h; Potency, µM (doses to about 57.5 µM), for inactives: top-dose activity change, negative = inhibition, most hits filed as inhibitors; 290,000 compounds, 0.37% hits; AID 1721, 2009; further: potency means the concentration at half of the fitted maximal effect
Target sequence (Q27686 whole entry, looked up): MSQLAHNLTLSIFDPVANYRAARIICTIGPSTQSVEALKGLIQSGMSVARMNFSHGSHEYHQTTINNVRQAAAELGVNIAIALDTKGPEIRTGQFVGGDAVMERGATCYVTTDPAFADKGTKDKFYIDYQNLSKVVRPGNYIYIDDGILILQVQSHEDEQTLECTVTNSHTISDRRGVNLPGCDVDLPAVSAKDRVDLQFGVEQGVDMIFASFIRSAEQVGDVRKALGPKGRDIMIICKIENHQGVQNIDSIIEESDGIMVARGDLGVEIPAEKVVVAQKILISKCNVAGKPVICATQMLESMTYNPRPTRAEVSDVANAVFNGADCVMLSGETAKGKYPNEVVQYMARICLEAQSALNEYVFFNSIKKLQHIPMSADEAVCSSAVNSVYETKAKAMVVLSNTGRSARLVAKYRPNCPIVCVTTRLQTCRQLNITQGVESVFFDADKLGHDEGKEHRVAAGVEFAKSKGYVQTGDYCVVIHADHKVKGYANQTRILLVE
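Kinase-Glo luminescence read after 1 h RT reaction of 0.1 nM LmPK with 0.5 mM PEP and 0.1 mM ADP. Activity scaled between uninhibited and enzyme-free controls.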
HCV inhibitor – qHTS Assay for Inhibitors of Hepatitis C Virus (HCV); Huh7.5.1 HCVcc-Cre infection, luciferase reporter, 44 h; Potency, µM (titrated, usually from 41.8 µM), inactives show at the top dose activity change, negative = inhibition, usual class: inhibitors; 340,000 compounds, 3.4% hits; further: potency means the concentration at half of the fitted maximal effect
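Infectious HCVcc-Cre (~0.5 moi) was added to cells just after compound, with cells seeded 4 h earlier at 1,000 per well. Luciferase activity after 44 h culture reported infection; substrate was incubated 15 min at room temperature before reading.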
AMA1-RON2 inh – qHTS for Inhibitors of AMA1-RON; Towards Development of Antimalarial Drug Lead: Primary Screen. Plasmodium falciparum AMA1 (3D7) - RON2 peptide interaction. AlphaScreen AMA1-biotinylated RON2 peptide binding. Potency, µM (top dose mostly 58.2 µM), for inactives: at the highest dose activity change, negative = inhibition, most hits filed as inhibitors. 360,000 compounds, 0.2% hits;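 further: potency means the concentration at half of the fitted maximal effect; 0% = vehicle wells and -100% = peptide control; nearly all actives have a fitted effect of over 45% in size; some results filed as inactive show a strong effect at the top dose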
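AMA1 (3D7) with his tag at 25 nM final met compounds first, then biotinylated RON2 peptide at 25 nM; detection used donor plus acceptor beads, 10 µg/mL apiece, read by AlphaScreen after 30 min at room temperature.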
AmpC no deterg – qHTS Inhibitors of AmpC Beta-Lactamase (assay without detergent); AID 485341, 2010; 330,000 compounds, 0.52% hits; Potency, µM (doses to about 57.1 µM), for inactives: at the highest dose activity change, negative = inhibition, most hits filed as inhibitors; P00811; AmpC nitrocefin hydrolysis, absorbance 480 nm, 0.0001% Triton;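 further: potency means the concentration at half of the fitted maximal effect; plate controls were no compound for no effect and no enzyme for full effect; nearly all actives have a fitted effect of over 20% in size; some results filed as inactive show a strong effect at the top dose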
Target sequence (P00811 whole entry, looked up): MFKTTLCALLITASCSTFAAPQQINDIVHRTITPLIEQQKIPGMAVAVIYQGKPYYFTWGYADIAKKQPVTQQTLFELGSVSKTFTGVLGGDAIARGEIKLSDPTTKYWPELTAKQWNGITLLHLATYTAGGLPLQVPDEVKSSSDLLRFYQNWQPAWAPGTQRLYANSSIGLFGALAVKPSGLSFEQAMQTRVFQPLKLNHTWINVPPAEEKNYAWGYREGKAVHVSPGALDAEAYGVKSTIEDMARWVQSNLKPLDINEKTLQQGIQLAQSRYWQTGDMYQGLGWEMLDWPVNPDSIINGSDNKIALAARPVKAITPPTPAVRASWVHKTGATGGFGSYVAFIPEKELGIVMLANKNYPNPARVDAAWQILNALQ
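AmpC (5.3 nM in the dispensed reagent) in 20 mM phosphate pH 7.0 with 0.01% (detergent screen) or 0.0001% Triton X-100 was preincubated with compounds for 15 min at room temperature. Nitrocefin was then added from an 800 uM solution, and hydrolysis was followed at 480 nm.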
HCMV inh – qHTS Assay for inhibitors of the human cytomegalovirus (HCMV) | HFF cells, HCMV-luciferase reporter, 72 h; stronger effect = lower value | activity change, negative = inhibition, % at 57.5 µM | 410,000 compounds, 4.5% hits; in the data active means activity change below about -60%; inconclusive means no clear call, values can overlap the other calls; inactive means above about -39%
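HFF cells seeded 16 h at 37C, treated with compounds, infected with luciferase-reporter HCMV at MOI 1 PFU/cell; luciferase read at 72 h post infection, normalized to buffer-only and Salinomycin controls.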
AmpC detergent – qHTS Inhibitors of AmpC Beta-Lactamase (assay with detergent); 370,000 compounds, 0.041% hits; AmpC hydrolysis of nitrocefin, absorbance 480 nm, 0.01% Triton; AID 485294, 2010; Potency, µM (doses to about 114 µM), inactives show at the highest dose activity change, negative = inhibition, usual class: inhibitors;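 further: potency means the concentration at half of the fitted maximal effect; 0% = no-compound wells and -100% = no-enzyme wells; nearly all actives have a fitted effect of over 25% in size; some results filed as inactive show a strong effect at the top dose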
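AmpC (5.3 nM in the dispensed reagent) in 20 mM phosphate pH 7.0 with 0.01% (detergent screen) or 0.0001% Triton X-100 was preincubated with compounds for 15 min at room temperature. Nitrocefin was then added from an 800 uM solution, and hydrolysis was followed at 480 nm.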
TbPYK inhibitor – qHTS of Trypanosoma Brucei Inhibitors | Potency, µM (doses to about 76.8 µM), for the others: at the highest dose activity, negative = inhibition, most hits filed as inhibitors | pyruvate kinase (Trypanosoma brucei), Q57TT1 | TbPYK enzyme, Kinase-Glo Plus ATP luminescence, 45 min | 410,000 compounds, 0.12% hits; further: potency means the concentration at half of the fitted maximal effect; nearly all actives have a fitted effect of over 50% in size
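Activity of T. brucei pyruvate kinase was followed by Kinase-Glo Plus luminescence after the enzyme reacted 45 min at room temperature with 130 uM ADP (final) and substrate. Test compounds were added before ADP at multiple concentrations.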
Active calls of the source: *; u = inconclusive; x = not tested or not shown; [ ] = another dose, or the depositor's remark. Unless noted, the call rests on the fitted dose curve; in most records, active means well fitted curve in the direction sought with a large enough effect; inconclusive means small, poorly fitted or top-dose-only effect, or another doubt; inactive means no such curve, though single readings can be large; an effect the other way counts as inactive or inconclusive. Unless noted, on the % scale 0 is the no-effect control and ±100 the full control effect. Outcome played no part in choosing rows. About 7.5% of those tested had a hit in this group.

| Molecule | LmPK inhibitor | HCV inhibitor | AMA1-RON2 inh | AmpC no deterg | HCMV inh | AmpC detergent | TbPYK inhibitor |
| --- | --- | --- | --- | --- | --- | --- | --- |
| Cc1ccc(SC(=O)c2c([N+](=O)[O-])c(C)nn2C)cc1 | 2% | 14% | -22% | 14% | 55 | -7% | -1% |
| CC1Cc2nc(SCC(=O)N3CCCc4ccccc43)n(C)c(=O)c2S1 (stereo not drawn) | 2% | 11µM* | 6% | 4% | 0 | -1% | u |
| Cc1ccc2cccc(NC(=O)c3ccc(C#N)cc3F)c2n1 | x | x | x | x | -1 | -1% | 2% |
| COCCCNC(NC(=O)c1ccc(Br)cc1)C(Cl)(Cl)Cl (stereo not drawn) | 2% | 11% | 3% | -13% | -66* | -1% | -6% |
| Cc1noc(NS(=O)(=O)c2ccc(N/C=C/C(=O)c3ccncc3)cc2)c1C | -5% | 9% | 0% | -16% | 32 | -10% | 1% |
| COc1ccccc1CNCc1cc(OC)c(OC)c(OC)c1 | 1% | -15% | -15% | -23% | -28 | u | 5% |
| CC(C)(C)NC(=O)c1ccc(NC(=O)CSc2ccccc2)cc1 | -2% | 14% | 11% | -20% | -25 | 1% | 0% |
| CCOC(=O)c1ccc(NS(=O)(=O)c2ccc(Br)s2)cc1 | x | x | x | x | 9 | 0% | -2% |
| COc1ccc(CNC(=O)CN2C(=O)NC3(CCCc4sccc43)C2=O)cc1 (stereo not drawn) | x | 8% | 26% | -9% | 0 | u | 1% |
| c1ccc(Cn2c(NCc3ccco3)nc3ccccc32)cc1 | 0% | 8% | -16% | -24% | -10 | 3% | -3% |
| CN(C)CCNC(=O)CN1C(=O)CSc2ccc(S(=O)(=O)N3CCCCC3)cc21 | -2% | 14% | -11% | 0% | u | 3% | 1% |
| COc1ccc(C(=O)Cn2nnc(-c3ccccc3F)n2)cc1 | 3% | u | 5% | -30% | -13 | -13% | -3% |
| Cc1cnc(NC(=O)CSc2nnc(CNc3ccc(F)cc3)n2CC2CCCO2)s1 (stereo not drawn) | -1% | -4% | -8% | -4% | 46 | -15% | -3% |
| CCOc1cc(N2CCOCC2)c(OCC)cc1NC(=O)CN1C(=O)NC(CC(C)C)C1=O (stereo not drawn) | -9% | u | -5% | 3% | -5 | u | -21% |
| COc1cccc2[nH]c3c(N4CCC5(CC4)OCCO5)ncnc3c12 | -3% | 0% | 0% | -20% | -35 | 2% | -2% |
| O=C(O)/C=C/C(=O)Nc1ccc(C2(c3ccc(NC(=O)/C=C/C(=O)O)cc3)c3ccccc3-c3ccccc32)cc1 | -1% | -8% | -18% | 13µM* | 53 | -9% | 1% |
| Cc1csc(NC(=O)C2=NN(c3ccccc3)C(=O)CC2)n1 | 1% | 7% | 6% | 1%[2.29 µM] | u | -5% | -2% |
| Cc1ccc(C)c(OCCCN2CCCC2)c1 | 0% | -16% | -5% | -21% | 22 | u | 25% |
| CS(=O)(=O)c1ccc(Cl)c(NC(=O)COC(=O)CNC(=O)c2ccc3ccccc3c2)c1 | x | -3%[8.37 µM] | 0% | -38% | -1 | -17% | -5% |
| COc1ccc(Cl)cc1NC(=O)c1c(C(=O)Nc2cccc(C)c2C)sc2nc(C)cc(=O)n12 | x | x | x | x | 0 | 16% | -15% |
| N#Cc1cccc(-n2c(-c3ccccc3)nnc2-c2ccccc2)c1C#N | 5% | 3% | 5% | -12% | -35 | -2% | -7% |
| Cc1cccc(OC(=O)CSc2nnc(CNC(=O)c3ccccc3)o2)c1C | x | x | x | x | 10 | 1% | 1% |
| Cc1c(C(=O)N2CCN(c3ccc([N+](=O)[O-])cc3)CC2)oc2ccccc12 | x | u | -16% | -27% | -21 | -9% | -8% |
| O=C(CCCCl)NC(=S)Nc1ccc(N2CCOCC2)cc1 | 2% | -1% | 18% | -13% | 93 | 0% | -12% |
| COc1ccc(S(=O)(=O)Nc2cccc(-c3ccc(N4CCCCCC4)nn3)c2)cc1F | x | x | x | x | 18 | 9% | -3% |
| COCC(=O)Nc1ccc([N+](=O)[O-])cc1OC | 1% | 15% | 5% | -12% | 0 | u | 4% |
| O=C(NCCO)c1cc([N+](=O)[O-])cc2c1C=Cc1ccccc1O2 | -1% | -10% | -5% | 4% | -18 | u | -1% |
| CCCCn1c(=S)[nH]c2ccccc2c1=O | 2% | -13% | 49%[activator] | -27% | u | -1% | -5% |
| O=C(NCc1ccco1)c1ccc(Cn2c(SCc3ccccc3)nc3cccnc32)cc1 | x | x | x | x | 33 | 17% | -6% |
| CCS(=O)(=O)c1ccc2c(c1)N(S(=O)(=O)c1ccc(C)cc1)CC(C(=O)O)O2 (stereo not drawn) | 0% | 6% | -17% | -15% | 7 | 2% | -17% |
| CCCCNc1ccc2c(c1)C1CC2CCN1C(=O)OCc1ccccc1 (stereo not drawn) | x | u | u | x | 87 | x | -14% |
| Cc1ccc(OC(=O)N(C)C[C@@H]2OCc3cnnn3CCCC(=O)N([C@H](C)CO)C[C@@H]2C)cc1 | x | x | 14% | x | -19 | x | 5% |
| CCNc1oc(-c2ccc(COc3ccc(Cl)cc3)o2)nc1C#N | x | x | x | x | -23 | 17% | -6% |
| O=C(c1ccccc1S(=O)(=O)NCc1ccccc1)N1CCCC1 | 5% | 6% | -2% | 4% | -1 | -3% | -1% |
| COc1ccc(C(=O)NC(C)Cc2c[nH]c3ccccc23)cc1 (stereo not drawn) | x | x | 23% | x | 38 | x | 3% |
| COc1cccc(NC(=O)Nc2nnc([C@@H]3C[C@H](O)[C@@H](CO)O3)s2)c1 | x | x | -2% | x | 0 | x | 0% |
| CCOCCCN(C)C1CCN(C(=O)c2oc3ccccc3c2NC(=O)COc2cccc(C)c2)CC1 | -2% | u | -11% | 224%[activator] | -38 | u | 1% |
| COC(=O)c1c(NC(=O)c2ccc(S(=O)(=O)N3CCC(C)CC3)cc2)sc2c1CCN(C)C2 | x | x | x | x | -14 | 2% | 0% |
| Cc1c(C(=O)N2CCc3ccccc3C2)oc2ccc(S(=O)(=O)N3CC(C)CC(C)C3)cc12 (stereo not drawn) | 0% | u | -7% | -13% | u | -7% | 3% |
| S=C(Nc1ccc(Cl)cc1)c1nc2ccccc2[nH]1 | -24% | 11µM* | 15% | -55% | -36 | -14% | -18% |

Look-ups from the list.
For AmpC detergent, CCCCn1c(=S)[nH]c2ccccc2c1=O is listed with -1%
For HCMV inh, COC(=O)c1c(NC(=O)c2ccc(S(=O)(=O)N3CCC(C)CC3)cc2)sc2c1CCN(C)C2 is listed with -14

Back to the main list, starting 2 compounds before the break.
| Molecule | LmPK inhibitor | HCV inhibitor | AMA1-RON2 inh | AmpC no deterg | HCMV inh | AmpC detergent | TbPYK inhibitor |
| --- | --- | --- | --- | --- | --- | --- | --- |
| Cc1c(C(=O)N2CCc3ccccc3C2)oc2ccc(S(=O)(=O)N3CC(C)CC(C)C3)cc12 (stereo not drawn) | 0% | u | -7% | -13% | u | -7% | 3% |
| S=C(Nc1ccc(Cl)cc1)c1nc2ccccc2[nH]1 | -24% | 11µM* | 15% | -55% | -36 | -14% | -18% |
| O=C(NCc1ccccc1)/C(=C/c1ccco1)NC(=O)c1ccco1 | 3% | 4% | -23% | -18% | -4 | 0% | -2% |
| O=C1CC(c2ccc(Cl)cc2)n2nc(N3C(=O)c4ccccc4C3=O)nc2N1 (stereo not drawn) | 7% | 26% | 7% | 46% | -9 | -7% | 1% |
| COC(=O)[C@]1(C)N[C@H](c2ccc(-c3ccc(OC)cc3)cc2)[C@@H]2C(=O)N(C)C(=O)[C@@H]21 | x | 18% | 10% | -5% | -4 | x | -2% |
| O=C(c1cc(Br)c[nH]1)N1CCCCC1 | 8% | -6% | -3% | -8% | -15 | 2% | -6% |
| COc1ccc(/C=C2\SC(=Nc3ccccc3)NC2=O)cc1 | -3% | x | x | -20% | x | -7% | x |
| C=CCNC(=O)c1c(CSc2ccc(F)cc2)noc1C(=O)NCCC | x | -2% | 1% | -9% | -7 | 0% | 0% |
| CCc1ccc(NC(=O)CSC2=Nc3ccccc3C3=NC(CCC(=O)NCc4cccs4)C(=O)N23)cc1 (stereo not drawn) | x | x | x | x | u | 5% | -9% |
| COc1ccc(S(=O)(=O)NC(N)=NCCc2ccc(OC)c(OC)c2)cc1 | 5% | x | x | -14% | -18 | 4% | x |
| CC(=O)c1c(C)[nH]c(C(=O)OCC(=O)N2CCN(c3ccccc3)CC2)c1C | x | x | 5% | x | -16 | x | 1% |
| COc1ccc2c(CC(=O)N3CCc4ccccc43)coc2c1 | u | -23% | -13% | -32% | 136 | -4% | -5% |
| COc1cccc(C(=O)NCc2n[nH]c(=S)n2-c2cccc(C)c2)c1 | -2% | 7% | 56%[activator] | -9% | -11 | -4% | u |
| Cc1ccc(N2CCN(C(=O)NCc3noc4ccccc34)CC2C)cc1 (stereo not drawn) | x | x | x | x | -9 | -1% | 0% |
| O=C(CN1C(=O)C(=O)N(Cc2ccccc2)C1=O)Nc1ccc(F)c(Cl)c1 | 6% | -8% | 3% | -37% | 37 | -15% | -1% |
| CCOC(=O)C1CN(S(=O)(=O)c2ccc(OC)cc2)c2cc(CC(=O)OC)ccc2O1 (stereo not drawn) | 2% | 12% | 0% | 28% | 35 | u | -2% |
| Cc1[nH]c(C)c(S(=O)(=O)N2CCc3ccccc32)c1C(=O)N1CCCCC1 | 2% | 11% | -2% | 8% | -4 | -10% | 2% |
| CCN(CC(=O)Nc1ccc(NC(C)=O)cc1)CC(=O)Nc1ccc(F)c(Cl)c1 | 6% | -11% | 15% | 0% | -3 | 2% | -1% |
| O=C(NC12CC3CC(CC(C3)C1)C2)c1ccco1 | -3% | -9% | 3% | -15% | 21 | 1% | -10% |
| O=C(NC1(C(F)(F)F)C(=O)Nc2c1c(=O)[nH]c(=O)n2CCc1ccccc1)c1ccc(Cl)cc1 (stereo not drawn) | x | x | x | x | 1 | 5% | 4% |
| CC(C)(C)C(=O)Nc1nnc(SCC(=O)NC2CCCCC2)s1 | 2% | 19% | -7% | -14% | 21 | 4% | 1% |
| Cc1cc(C)n(CC(=O)NNC(=O)COc2ccc(Cl)cc2Cl)n1 | x | -12% | 118%[activator] | -7% | 0 | 6% | -1% |

Compound activity deposited in PubChem by National Center for Advancing Translational Sciences (NCATS).
